# Bioassay records (PubChem BioAssay)
# hERG WT inh = KCNH2 (human, wildtype) channel inhibition; activity change, % at 1.84 µM; AID 720551; U2OS, BacMam KCNH2, thallium flux FluxOr; active compounds read low; 340,000 compounds, 0.37% hits; Q12809;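 active = maximum activity change below -70%; inconclusive = maximum activity change between -70% and -50%; inactive = maximum activity change above -50%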; also: % is scaled to controls: 0 for no effect and ±100 for the full control effect
#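 U2OS cells were transduced with wild-type KCNH2 virus (2.03 x 10^8 / mL) for 4 h at room temperature, then cultured overnight at 37 C. Thallium flux was read with FluxOr dye. Rate constants were normalized to DMSO controls.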
# CXXC DNA block = MLL CXXC-DNA interaction inhibition | Q03164 | MLL-CXXC / FITC-HOXA9 DNA fluorescence polarization | Potency, µM (top dose mostly 115 µM), inactives show top-dose activity change, negative = inhibition, hits mostly inhibitors | 290,000 compounds, 0.037% hits; active = well fitted inhibition curve with a large enough effect in the polarisation, with a control signal flat, not every such curve was filed as active; inconclusive = small, poorly fitted or top-dose-only effect, or effect the other way, or a change in a side signal; inactive = no such curve, though single readings can be large or run the other way; the % refers to the polarisation; also: potency is read from the fitted curve at half-maximal effect
#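 Purified MLL-CXXC (added from a 7 uM solution) was preincubated 5 min at ambient with pinned compounds in 50 mM Tris-HCl pH 7.5, 50 mM NaCl, 1 mM DTT, 0.05% BSA. Fluorescein-labeled HOX-A9 DNA (50 nM solution) followed, 30 min, then polarization read.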
# USP2a inh = blocks human ubiquitin-specific protease USP2a. O75604. USP2 core, Ub-CHOP2 coupled fluorogenic reporter, 485/531. Potency, µM (series often up to 38.3 µM), inactives show at the top dose activity change, negative = inhibition, hits mostly inhibitors. 330,000 compounds, 0.01% hits;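 also: potency is read from the fitted curve at half-maximal effect; plate controls were DMSO wells for no effect and full inhibition by NEM control for full effect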
#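 USP2 core (10nM final) preincubated 30min RT with compound in 20mM Tris-HCl pH 8.0, 2mM CaCl2, 2mM beta-mercaptoethanol, 0.05% CHAPS; 25nM Ub-CHOP2 plus 25nM reporter substrate added, fluorescence (Ex485/Em531) read after 60min.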
# Coupling enz = inhibits coupling enzyme system, counter-screen for aldolase hits; coupling enzyme system counterscreen, AmpLite Red fluorescence; activity change, negative = inhibition, % at 58.2 µM, hits read low; 290,000 compounds, 0.67% hits; AID 2472; in the data active = activity change below about -30%; also: % is scaled to controls: 0 for no effect and ±100 for the full control effect
#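 Activity here indicates interference with the coupling reaction, not aldolase inhibition. Compounds at 57.5 uM final met coupling enzymes for 10 min at RT; substrate and AmpLite Red detection followed, with a 525/598 nm fluorescence read after 20 min.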
# Giardia kill = Giardia lamblia killing | AID 540267 | Giardia lamblia trophozoite viability | 340,000 compounds, 0.15% hits | activity change, % at 7.66 µM, hits read low; in the data active = activity change below about -80%; inconclusive = between about -30% and that limit;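 also: parasites exposed to compound for two days anaerobically before the ATP read; % is scaled to controls: 0 for no effect and ±100 for the full control effect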
#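 Viability, read as ATP luminescence: trophozoites at 100 cells/well, compound added, 48 hrs anaerobic at 37 deg C, then 15-30 min room-temperature development before reading.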
# TRPV1 agonist = activates the human vanilloid receptor TRPV1; TRPV1-expressing cells, Fluo-8 calcium influx, agonist mode; Q8NER1; activation, % at 8.33 µM; 320,000 compounds, 0.19% hits; AID 540275; in the data active = activation above about 80%; inconclusive = between about 30% and that limit; also: 0% is about no effect
# Target sequence (Q8NER1 whole entry, looked up): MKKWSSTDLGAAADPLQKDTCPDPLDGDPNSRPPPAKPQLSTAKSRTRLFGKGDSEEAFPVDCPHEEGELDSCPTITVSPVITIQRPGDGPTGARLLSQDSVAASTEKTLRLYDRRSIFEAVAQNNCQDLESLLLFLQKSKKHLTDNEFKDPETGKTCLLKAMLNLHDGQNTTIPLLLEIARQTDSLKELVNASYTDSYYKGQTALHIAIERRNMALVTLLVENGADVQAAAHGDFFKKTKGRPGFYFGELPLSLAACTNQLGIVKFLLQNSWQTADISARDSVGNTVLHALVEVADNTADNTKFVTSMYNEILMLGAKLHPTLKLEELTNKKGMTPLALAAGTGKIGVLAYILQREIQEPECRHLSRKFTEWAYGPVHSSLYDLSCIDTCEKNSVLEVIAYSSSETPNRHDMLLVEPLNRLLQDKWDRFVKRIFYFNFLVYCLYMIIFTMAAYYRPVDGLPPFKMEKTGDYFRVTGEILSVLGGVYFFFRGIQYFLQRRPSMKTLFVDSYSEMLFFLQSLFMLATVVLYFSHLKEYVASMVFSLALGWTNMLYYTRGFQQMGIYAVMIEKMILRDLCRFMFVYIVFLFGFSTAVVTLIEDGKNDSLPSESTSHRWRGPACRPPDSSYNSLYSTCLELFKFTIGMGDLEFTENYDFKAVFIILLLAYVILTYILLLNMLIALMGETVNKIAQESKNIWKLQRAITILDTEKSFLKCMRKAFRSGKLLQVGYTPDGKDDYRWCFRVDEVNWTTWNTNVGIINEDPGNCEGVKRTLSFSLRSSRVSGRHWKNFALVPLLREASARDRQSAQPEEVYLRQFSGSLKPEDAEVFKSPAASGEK
#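 Cells expressing TRPV1 were dye-loaded with Fluo-8 and read kinetically: 10 s baseline, 3 min after compound (agonist portion), then 2 min after EC20 capsaicin (allosteric enhancer portion). Calcium-bound dye fluorescence at 480/520 nm.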
# B2AR arrestin = recruits beta-arrestin to the human beta2-adrenergic receptor. 330,000 compounds, 0.02% hits. Potency, µM (top dose mostly 46.1 µM), inactives show top-dose activation, usual class: activators. P07550. beta-arrestin recruitment to beta2AR, cell-based reporter. AID 492947;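 also: potency is read from the fitted curve at half-maximal effect; 0% = DMSO controls and full agonism = EC100 isoproterenol or metaproterenol; nearly all actives have a fitted effect of over 65% in size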
# PKM2 activator = increases activity of human pyruvate kinase M2; 260,000 compounds, 0.34% hits; Potency, µM (highest dose often 57.5 µM), inactives show top-dose activation, most hits filed as activators; purified PKM2, Kinase-Glo ATP luminescence, activation; response scale: 0% is enzyme alone, no compound; P14618; also: potency is read from the fitted curve at half-maximal effect; % is scaled to controls: 0 for no effect and ±100 for the full control effect; nearly all actives have a fitted effect of over 55% in size
#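 Purified hPK-M2 (>95% pure) converted ADP (0.1 mM final) to ATP with 0.5 mM PEP in 50 mM imidazole pH7.2, KCl, MgCl2, Tween 20, BSA; 1 h at room temperature. ATP detected by Kinase-Glo luminescence.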
# KCNH2 3.1 block = blocks the human KCNH2 3.1 channel isoform; U2OS KCNH2 3.1, thallium flux FluxOr; active compounds read low; activity change, % (tested at about 1.8 µM); 340,000 compounds, 0.95% hits; AID 720553;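 active = maximum activity change below -70%; inconclusive = maximum activity change from -70% to -50%; inactive = maximum activity change above -50%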;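 also: thallium influx rate constant from kinetic fluorescence after stimulation buffer; % is scaled to controls: 0 for no effect and ±100 for the full control effect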
#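 FluxOr-based Tl+ influx in U2OS cells transduced with KCNH2 3.1 virus; rate constants normalized to DMSO controls.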
# GALK inh = galactokinase (human) inhibition; Potency, µM (titrated, usually from 57.5 µM), inactives show top-dose activity change, negative = inhibition, usual class: inhibitors; Purified GALK, Kinase-Glo residual ATP luminescence; AID 1868; P51570; 270,000 compounds, 0.007% hits; also: potency is read from the fitted curve at half-maximal effect; % is scaled to controls: 0 for no effect and ±100 for the full control effect
#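 ATP-depletion format; final 35 uM ATP, 100 uM D-galactose, 5 nM enzyme; pH 8.0 HEPES/Mg2+ buffer; 60 min RT; luminescence read 10 min after detection reagent.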
# Menin MLL FP TR = displaces Texas Red mutant MLL peptide from human menin. Menin + Texas Red MLL mutant peptide, fluorescence polarization. O00255. Potency, µM (top dose mostly 61.6 µM), for inactives: at the highest dose FP activity change, negative = inhibition, actives largely listed as inhibitors. AID 1768. 270,000 compounds, 0.23% hits; active = well fitted inhibition curve with a large enough effect in the polarisation, with a control signal flat, not every such curve was filed as active; inconclusive = small, poorly fitted or top-dose-only effect, or effect the other way, or a change in a side signal; inactive = no such curve, though single readings can be large or run the other way; the % refers to the polarisation; also: potency is read from the fitted curve at half-maximal effect; % of control where 0% means no effect; many of its hits are not listed in these tables
# * hit, by the source's call; ? = inconclusive; nt = not tested or not shown; [ ] = remark or other dose. Unless noted, calls follow the shape of the dose curve; as a rule, active = well fitted curve in the direction sought with a large enough effect; inconclusive = small, poorly fitted or top-dose-only effect, or another doubt; inactive = no such curve, though single readings can be large; an effect the other way counts as inactive or inconclusive. These rows are one share of the data; rates above refer to the full screens.
# Preview (eight entries):
# Order of results – hERG WT inh	CXXC DNA block	USP2a inh	Coupling enz	Giardia kill	TRPV1 agonist	B2AR arrestin	PKM2 activator	KCNH2 3.1 block	GALK inh	Menin MLL FP TR
COc1cc(OC)cc(C(=O)Nc2ccc(C(=O)c3ccncc3)cc2)c1
  6	-3%	2%	1	-7	-8	-0.8%	-3%	?	-7%	?
CC(=O)NC1CC2CCCC(C1)N2C(=O)Nc1ccccc1 (stereo not given)
  1	0%	0%	-2	-4	-3	-0.3%	1%	-1	3%	-7%
CCc1cccc(C)c1NC(=O)C1C2CCC(O2)C1C(=O)O (stereo not given)
  1	-3%	1%	1	16	2	-0.3%	1%	20	0%	11%
COc1cc(OC)c(NS(=O)(=O)c2cccc(C(=O)OCC(=O)NCC3CCCO3)c2)cc1Cl (stereo not given)
  -6	-9%	1%	1	6	1	-0.2%	-3%	0	7%	6%
Cc1onc(-c2ccccc2)c1-c1nnc(CN2CCN(S(=O)(=O)c3ccccc3)CC2)o1
  -6	nt	0%	nt	-7	4	-0.2%	nt	3	nt	nt
Fc1cccc(F)c1CSc1nc2ccccc2[nH]1
  0	4%	0%	-1	-3	10	-0.6%	-3%	8	-2%	29%
O=C(c1ccccc1Br)N(Cc1ccccc1)c1ccccc1
  -9	29%	-3%	5	-3	27	0.3%	0%	-3	14%	-23%
Clc1ccc(CSc2ccc(-c3cccnc3)nn2)cc1
  -1	1%	2%	-3	-6	1	0.2%	6%	-1	-1%	?

# The listing, from the first entry:
# Order of results – hERG WT inh	CXXC DNA block	USP2a inh	Coupling enz	Giardia kill	TRPV1 agonist	B2AR arrestin	PKM2 activator	KCNH2 3.1 block	GALK inh	Menin MLL FP TR
COc1cc(OC)cc(C(=O)Nc2ccc(C(=O)c3ccncc3)cc2)c1
  6	-3%	2%	1	-7	-8	-0.8%	-3%	?	-7%	?
CC(=O)NC1CC2CCCC(C1)N2C(=O)Nc1ccccc1 (stereo not given)
  1	0%	0%	-2	-4	-3	-0.3%	1%	-1	3%	-7%
CCc1cccc(C)c1NC(=O)C1C2CCC(O2)C1C(=O)O (stereo not given)
  1	-3%	1%	1	16	2	-0.3%	1%	20	0%	11%
COc1cc(OC)c(NS(=O)(=O)c2cccc(C(=O)OCC(=O)NCC3CCCO3)c2)cc1Cl (stereo not given)
  -6	-9%	1%	1	6	1	-0.2%	-3%	0	7%	6%
Cc1onc(-c2ccccc2)c1-c1nnc(CN2CCN(S(=O)(=O)c3ccccc3)CC2)o1
  -6	nt	0%	nt	-7	4	-0.2%	nt	3	nt	nt
Fc1cccc(F)c1CSc1nc2ccccc2[nH]1
  0	4%	0%	-1	-3	10	-0.6%	-3%	8	-2%	29%
O=C(c1ccccc1Br)N(Cc1ccccc1)c1ccccc1
  -9	29%	-3%	5	-3	27	0.3%	0%	-3	14%	-23%
Clc1ccc(CSc2ccc(-c3cccnc3)nn2)cc1
  -1	1%	2%	-3	-6	1	0.2%	6%	-1	-1%	?
COc1ccc(/C=N/NC(=O)c2ccc(COc3ccccc3Cl)o2)cc1
  -10	55%[activator]	-2%	-1	-20	8	-0.8%	-2%	1	-1%	1%
CN(C)c1oc(-c2cccs2)nc1C#N
  -2	3%	1%	3	14	nt	-0.4%	22%	0	-4%	nt
O=C(Nc1ccccc1)c1ccc(CSc2ncccn2)cc1
  -3	11%	1%	1	2	?	-0.3%	-8%	3	0%	?
O=C(NCc1ccco1)c1ccc(NS(=O)(=O)c2cccc([N+](=O)[O-])c2)cc1
  -21	10%	0%	1	5	-1	0.0%	1%	9	0%	12%
CC(=O)c1ccc(O[C@@H]2O[C@H](CO)[C@@H](O)[C@H](O)[C@H]2O)cc1
  -5	nt	6%	nt	-23	nt	0.5%	nt	2	nt	nt
CC(C)c1ccc(NC(=S)NN2CCOCC2)cc1
  -8	17%	1%	-2	-25	5	-0.5%	6%	4	2%	-24%
COc1cccc(C2CC(c3ccc(C)cc3)n3nc(N)nc3N2)c1 (stereo not given)
  -1	-3%	0%	7	18	-3	0.0%	8%	-3	1%	5%
COc1ccc(-c2c(-c3ccccc3)c(C(=O)C(=O)NCCCN(C)C)n3ccc4cc(OC)c(OC)cc4c23)cc1OC
  0	5%	-9%	-4	1	4	?	nt	-5	-2%	-15%
O=C(COC(=O)CNS(=O)(=O)c1ccccc1)Nc1ncc(Cl)cc1Cl
  15	nt	1%	nt	8	2	0.2%	nt	-8	nt	nt
CCc1nonc1NC(=O)COc1ccc(Cl)c(C)c1
  -1	0%	0%	nt	8	2	0.2%	nt	4	7%	nt
CCC(C)C(NC(=O)C1CCC(C)CC1)C(=O)NCCc1ccc(S(N)(=O)=O)cc1 (stereo not given)
  1	8%	3%	0	6	-3	0.5%	nt	-8	0%	?
Cn1cccc1CC(=O)NNC(=O)Nc1ccccc1F
  -13	nt	0%	nt	7	1	-0.2%	nt	-17	nt	nt
O=C1c2nc3ccccn3c2C(=O)N1Cc1ccccc1
  0	11%	0%	0	3	2	-0.2%	-1%	-6	0%	-1%
CC(=O)C1=C(C)NC(=O)NC1c1cccc(O)c1 (stereo not given)
  5	-3%	3%	5	4	14	0.2%	-15%	0	0%	3%
CN(C)c1ccc(NS(=O)(=O)c2cc3c4c(c2)CC(=O)N4CCC3)cc1
  7	2%	1%	nt	-10	-2	0.1%	nt	-8	5%	nt
CCc1ccc(-n2nc3ccc(NC(=O)c4ccc5c(c4)OCO5)cc3n2)cc1
  5	19%	2%	0	18	7	9.5%	5%	-13	1%	-19%
CCOC(=O)c1cc2c(ccn2C)n1CC(=O)N1CCN(c2cccc(C(F)(F)F)c2)CC1
  24	-7%	-7%	-33*	-12	5	-0.2%	32µM*	13	-1%	0%
CC1=Nc2ncnn2C(c2ccccc2)/C1=N\O (stereo not given)
  0	-2%	0%	3	-10	-4	-0.4%	-3%	-14	1%	3%
COCCN(C(=O)c1ccc(OCC(C)C)cc1)c1c(N)n(Cc2ccccc2)c(=O)[nH]c1=O
  2	nt	1%	nt	-4	0	-0.1%	nt	5	nt	nt
Cc1ccc(Cn2cnc3ccccc32)cc1C
  2	-7%	2%	6	-1	8	-0.2%	-1%	4	2%	-17%
O=S(=O)(c1ccc(-n2cnnn2)cc1)N1CCC(N2CCCCC2)CC1
  53	-8%	1%	1	7	2	-0.7%	1%	-34	0%	-8%
CCCC(=O)NNC(=O)CCC(=O)NCc1ccccc1
  6	-2%	2%	6	4	-1	-1.6%	1%	8	nt	11%

# New compounds follow
# Order of results – hERG WT inh	CXXC DNA block	USP2a inh	Coupling enz	Giardia kill	TRPV1 agonist	B2AR arrestin	PKM2 activator	KCNH2 3.1 block	GALK inh	Menin MLL FP TR
Cc1cc(C)nc(SCCN(C)C)n1
  -8	-8%	3%	1	11	0	-0.5%	-18%	-9	6%	14%
CC(NC(=O)c1cc2sccc2n1C)c1ccc2c(c1)OCCO2 (stereo not given)
  6	1%	-1%	-9	7	26	-0.2%	2%	-7	-2%	-2%
COc1ccc2cc3c(N)nn(C(=O)Cc4ccc(Cl)cc4)c3nc2c1
  5	7%	1%	6	2	nt	-0.4%	0%	-6	4%	-7%[11.7 µM]
CCCC1Oc2ccccc2C(=O)N(CC(=O)c2ccc3c(c2)OCCO3)C1=O (stereo not given)
  9	-3%	-1%	nt	-11	3	0.2%	nt	0	6%	nt
Cc1oc(-c2ccccc2F)nc1CS(=O)(=O)CC(=O)NCCCN(C)C1CCCCC1
  5	-12%	-1%	nt	1	1	-0.4%	1%	7	1%	-19%
O=C(C1Cc2ccccc2CN1S(=O)(=O)c1cccs1)N1CCCCCC1 (stereo not given)
  -2	2%	2%	0	13	16	-0.1%	4%	1	1%	-17%
